LmPK inh = inhibitors of Leishmania mexicana pyruvate kinase. purified LmPK, Kinase-Glo ATP luminescence, 1 h. Q27686. Potency, µM (series often up to 57.5 µM), inactives show at the highest dose activity change, negative = inhibition, usual class: inhibitors. actives 0.37% (n = 290,000); note: potency is the fitted concentration of half-maximal effect; % is set by controls: 0 for no effect and ±100 for the full control effect
Target sequence (Q27686 whole entry, looked up): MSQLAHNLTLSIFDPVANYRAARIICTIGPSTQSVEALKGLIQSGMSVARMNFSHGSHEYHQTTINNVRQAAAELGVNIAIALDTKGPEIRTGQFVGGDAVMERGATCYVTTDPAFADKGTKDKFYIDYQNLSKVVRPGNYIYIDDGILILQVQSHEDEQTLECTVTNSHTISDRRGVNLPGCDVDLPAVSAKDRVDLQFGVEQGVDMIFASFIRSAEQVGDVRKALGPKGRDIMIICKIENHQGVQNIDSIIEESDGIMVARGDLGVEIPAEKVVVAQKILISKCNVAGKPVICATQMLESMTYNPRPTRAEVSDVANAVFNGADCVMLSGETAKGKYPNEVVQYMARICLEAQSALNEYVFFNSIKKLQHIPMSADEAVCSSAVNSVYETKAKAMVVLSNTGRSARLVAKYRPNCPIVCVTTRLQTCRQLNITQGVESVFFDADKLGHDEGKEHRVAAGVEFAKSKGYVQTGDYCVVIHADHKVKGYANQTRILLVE
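0.1 nM LmPK, 0.5 mM PEP, 0.1 mM ADP; 50 mM imidazole pH 7.2, 7 mM MgCl2, 50 mM KCl; 1 h RT. Kinase-Glo luminescence readout, normalized to no-enzyme (full inhibition) and uninhibited wells.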
Pf growth 48h = P. falciparum growth inhibition at 48 hours (one generation). AID 504832. Potency, µM (doses to about 28.7 µM), without a hit: at the top dose activity change, negative = inhibition, actives largely listed as inhibitors. actives 5.9% (n = 310,000). P. falciparum luciferase growth in erythrocytes, 48 h; note: potency is the fitted concentration of half-maximal effect; % is set by controls: 0 for no effect and ±100 for the full control effect
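Parasite viability was followed by luminescence of a genomically integrated firefly luciferase. Cultures held 0.1% parasitemia at 2% hematocrit (final), incubated under 5% CO2 at 37 C.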
AMA1 RON2 block = inhibitors of Plasmodium falciparum AMA1-RON2 interaction; actives 0.2% (n = 360,000); AlphaScreen AMA1-biotinylated RON2 peptide binding; Potency, µM (top dose mostly 58.2 µM), inactives show at the top dose activity change, negative = inhibition, usual class: inhibitors;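 note: potency is the fitted concentration of half-maximal effect; 0% = vehicle wells and -100% = peptide control; nearly all actives have a fitted effect of over 45% in size; some results filed as inactive show a strong effect at the top dose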
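AMA1 (3D7) with his tag at 25 nM final met compounds first, then biotinylated RON2 peptide at 25 nM; detection used donor plus acceptor beads, 10 µg/mL apiece, read by AlphaScreen after 30 min at room temperature.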
Pf growth 96h = P. falciparum growth inhibition at 96 hour, primary screen for plastid delayed-death inhibitors | actives 6.9% (n = 320,000) | Potency, µM (doses to about 28.7 µM), inactives show at the top dose activity change, negative = inhibition, hits mostly inhibitors | P. falciparum luciferase reporter growth, 96 h; note: potency is the fitted concentration of half-maximal effect; % is set by controls: 0 for no effect and ±100 for the full control effect
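Cell-based qHTS: luciferase-tagged P. falciparum in erythrocytes (2% hematocrit, 0.05% parasitemia final) incubated with compounds for 96 hours, 37 C, 5% CO2; luciferase detection reagent then added and luminescence measured.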
Cycloheximide cs = counter-screen hit for Shiga toxin inhibitors, cycloheximide; cell reporter, cycloheximide protein synthesis inhibition counterscreen; actives 12% (n = 300,000); max response, %; AID 2314; in the data active = max response mostly above about 13%, no sharp cut-off; inactive = mostly below about 14%; note: read at 38.3 µM for the half of the compounds with a filed dose; 0% is about no effect
Shiga toxin inh = blocks Shiga toxin action in Vero cells | Vero cells, Shiga toxin protein synthesis inhibition reporter | actives 9.2% (n = 290,000) | inhibition, % at 38.7 µM; in the data active = inhibition mostly above about 28%, no sharp cut-off; inactive = mostly below about 43%; note: 0% is about no effect
Tb PYK inh = inhibitors of Trypanosoma brucei pyruvate kinase; actives 0.12% (n = 410,000); TbPYK enzyme, Kinase-Glo Plus ATP luminescence, 45 min; Q57TT1; Potency, µM (titrated, usually from 76.8 µM), for inactives: at the top dose activity, negative = inhibition, usual class: inhibitors; note: potency is the fitted concentration of half-maximal effect; % is set by controls: 0 for no effect and ±100 for the full control effect; nearly all actives have a fitted effect of over 50% in size
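Luminescence from Kinase-Glo Plus, added after a 45-minute room-temperature reaction, served as the end-point read-out. The enzyme and substrate were preincubated with compound before ADP (130 uM final) initiated turnover. Concentration-effect curves came from normalized qHTS data.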
* hit, by the source's call; i = inactive; ? = inconclusive; nt = no result given; + = active, no number; [ ] = dose if it differs, or a comment. Unless noted, calls come from the whole dose curve; as a rule, active = well fitted curve in the direction sought with a large enough effect; inconclusive = small, poorly fitted or top-dose-only effect, or another doubt; inactive = no such curve, though single readings can be large; an effect the other way counts as inactive or inconclusive. Compounds were not picked by outcome (roughly 21% active in at least one column).

SMILES	LmPK inh	Pf growth 48h	AMA1 RON2 block	Pf growth 96h	Cycloheximide cs	Shiga toxin inh	Tb PYK inh
COc1ccc(C2/C(=C(\O)c3ccc4c(c3)OCCO4)C(=O)C(=O)N2Cc2ccco2)c(OC)c1 (centres undefined)	1.4%	-19.8%	-13.1%	-5.8%	11.8	19.1	-0.4%
CC(c1ccccc1)N1C(=O)C2C3C=CC(C4CC34)C2C1=O (centres undefined)	-5.2%	-2.4%	-1.6%	19.0%	-1.7	10.3	2.1%
N#CC1=C(N)NC(=S)C(C(N)=O)C1c1ccc([N+](=O)[O-])cc1 (centres undefined)	-0.1%	-9.5%	12.7%	-16.9%	-6.4	-8.2	0.3%
Cc1csc(NC(=O)C2CCCN(S(=O)(=O)c3cnc[nH]3)C2)n1 (centres undefined)	4.1%	nt	-6.5%	11.7µM*	-3.6	-19.6	2.8%
CC(C)C(NC(=O)CNC(=O)OC(C)(C)C)C(=O)NCc1ccccc1 (centres undefined)	-8.3%	10.6%	2.6%	-4.8%	16.4	33.8	1.5%
COc1ccc(NC(=S)N2CCC(NC(=O)c3ccco3)CC2)cc1	-1.1%	10.5%	5.4%	-4.4%	-2.1	1.5	0.2%
Cc1nc(Cl)c(N=Cc2cccc([N+](=O)[O-])c2)c(Cl)n1	2.8%	-9.9%	18.3%	-13.6%	12.1	-8.2	0.3%
CCCCN(C(=O)CSc1nnc(-c2ccc(OC)cc2)n1CC)c1c(N)n(Cc2ccccc2)c(=O)[nH]c1=O	-0.5%	0.6%	-4.7%	?	3.5	14.8	1.0%
CC(=O)Nc1ccc(S(=O)(=O)N(Cc2cccnc2)Cc2cc3ccccc3[nH]c2=O)cc1	1.8%	?	4.5%	?	6.1	4.4	0.5%
O=S(=O)(Nc1ccccn1)c1cccc(S(=O)(=O)c2ccc(Br)cc2)c1	6.1%	5.0%	?	?	2.9	-24.1	26.0%
COC(=O)C1=C(C)Nc2ncnn2C1c1cccnc1 (centres undefined)	-3.2%	7.5%	10.8%	-15.1%	5.5	7.2	0.0%
COc1ccc(Cl)cc1C(=O)Nc1ccncc1	-2.4%	-23.1%	-15.7%	-18.5%	-2.4	-3.8	-8.6%
COc1ccc(CN2C(=O)CSCC2=O)cc1OC	4.5%	7.8%[0.00184 µM]	6.6%	18.0%	-6.6	-9.5	-5.0%
NS(=O)(=O)c1ccc(CCNC(=O)CNC(=O)Cc2ccccc2)cc1	-7.4%	23.1%	-4.1%	12.5%	4.6	-4.5	0.0%
O=C(c1ccccc1)c1ccc(OCC(O)CNCc2ccc(F)cc2)cc1 (centres undefined)	2.0%	?	-6.9%	?	-5.2	-9.7	3.8%

Pulled one by one from the list above:
SMILES	LmPK inh	Pf growth 48h	AMA1 RON2 block	Pf growth 96h	Cycloheximide cs	Shiga toxin inh	Tb PYK inh
O=C(c1ccccc1)c1ccc(OCC(O)CNCc2ccc(F)cc2)cc1 (centres undefined)	2.0%	?	-6.9%	?	-5.2	-9.7	3.8%
COc1ccc(C2/C(=C(\O)c3ccc4c(c3)OCCO4)C(=O)C(=O)N2Cc2ccco2)c(OC)c1 (centres undefined)	1.4%	-19.8%	-13.1%	-5.8%	11.8	19.1	-0.4%
Cc1nc(Cl)c(N=Cc2cccc([N+](=O)[O-])c2)c(Cl)n1	2.8%	-9.9%	18.3%	-13.6%	12.1	-8.2	0.3%

Next entries
SMILES	LmPK inh	Pf growth 48h	AMA1 RON2 block	Pf growth 96h	Cycloheximide cs	Shiga toxin inh	Tb PYK inh
Nc1ccc(C(=O)N/N=C/c2cn(Cc3ccc(F)cc3)c3ccccc23)cc1	4.5%	6.5%	21.3%	?	33.1*	107.2*	1.1%
CC1SCC(NC(=O)c2ccc(Cl)cc2)CS1 (centres undefined)	-0.9%	42.2%[activator]	10.2%	86.9%[activator]	28.9*	48.8*	-2.9%
O=c1c2ccccc2c(C=Nc2ccc(Cl)cn2)c(O)n1-c1cc(Cl)ccc1N1CCOCC1	0.9%	6.0%	1.0%	?	-0.3	-5.1	4.2%
CCC(=O)N1CCN(c2ccc(NC(=O)c3ccc([N+](=O)[O-])o3)cc2Cl)CC1	-5.0%	?	-20.8%	14.2%	-22.6	-34.6	4.1%
Cc1cccc(NC(=O)CSc2ccc(-c3cccnc3)nn2)c1	5.2%	?	20.5%	11.7µM*	-1.2	-13.0	6.1%
CCc1ccc(-c2cc3c(=O)n(CC(=O)NCCCN4CCN(C)CC4)ncn3n2)cc1	-1.0%	?	-2.8%	140.5%[activator]	23.5*	35.8*	3.9%
COc1ccc(NC(=O)OCC(C)C)cc1OC	-1.7%	45.8%[activator]	-18.9%	nt	21.5*	50.4*	-15.8%
O=C(COc1ccc(Cl)cc1Cl)NCCSc1ccc(Cl)cc1	13.0%	1.9%	54.8%[activator]	nt	-1.1	18.2	?
Cc1ccc(/C=C/C(=O)NCCc2c[nH]c3ccccc23)o1	-0.6%	-7.6%	-26.8%	10.0%	2.0	1.0	-21.7%
Cc1ccc(C2(C)NC(=O)N(CC(=O)Nc3cc(C)on3)C2=O)cc1 (centres undefined)	-2.1%	8.9%	1.5%	?	-0.7	28.4	2.1%
CCC(=O)Nc1cc(C(=O)NCC2CCCN2CC)c(OC)cc1N(C)C (centres undefined)	4.7%	8.7%	1.2%	?	-2.1	-10.0	3.9%
COc1cc(C(=O)NC2CCCCC2)ccc1OC1CCN(C(C)=O)CC1	2.2%	-28.1%	-0.2%	-27.9%	0.7	nt	-3.5%
Cc1ccc(N2C(=O)c3ccccc3C2C(=O)c2cc(C)ccc2O)cc1 (centres undefined)	-0.6%	2.62µM*	-3.1%	2.62µM*	39.8*	+	-1.6%
O=C(N=C1SCC(=O)N1c1ccccc1Cl)c1ccccc1	2.3%	150.3%[activator]	-1.3%	?	35.2*	73.2*	-5.9%
O=C(CSc1nnc(Cc2ccccc2)o1)c1cc(F)ccc1F	0.2%	-11.1%	31.6%[activator]	-18.3%	13.4	21.6	0.8%
Cc1ccccc1OCCOc1cccc(/C=N/NC(=O)Cc2nnc(N)s2)c1	3.2%	224.1%[activator]	6.3%	i	38.3*	136.9*	-6.7%
CC(C)COC(=O)Cc1c(O)c2ccccc2[nH]c1=O	4.2%	nt	-13.9%	32.3%[activator]	-2.4	16.9	6.0%
C=CCOc1ccc(-c2n[nH]c(=S)o2)cc1	-29.3%	0.0%	30.0%[activator]	113.9%[activator]	7.7	23.0	?
O=C(Nc1ccc([N+](=O)[O-])cc1)C(Cc1ccccc1)N1C(=O)c2cccc3cccc(c23)C1=O (centres undefined)	-2.4%	5.22µM*	0.6%	?	-2.5	2.1	-11.4%
CCc1c(C)sc(NC(=O)c2cc(C)on2)c1C#N	-0.1%	82.6%[activator]	-3.9%	-26.0%	3.5	20.4	0.5%
CCOP(=O)(OCC)c1nc(-c2ccccc2)oc1N1CCCCC1	-8.4%	-12.4%	-0.9%	3.6%	-1.7	-5.7	3.8%
O=C(Nc1cccc(C(=O)O)c1)Nc1ccccc1Cl	?	445.2%[activator]	-1.5%	48.1%[activator]	30.7*	98.2*	-7.1%
O=C(/C=C/N1CCOCC1)c1coc2ccccc12	-18.8%	181.9%[activator]	13.9%	190.3%[activator]	35.5*	62.7*	6.7%
CCOc1ccc(S(=O)(=O)Nc2cc(C)ccn2)c2ccccc12	7.7%	nt	-0.9%	-10.0%	22.4	-2.2	2.7%
COc1cccc(CNS(=O)(=O)c2ccc3c(c2)C(C)(C)C(=O)N3C)c1	0.4%	7.7%	-4.4%	12.3%	-4.4	-10.0	-3.7%
c1ccc(-c2cc3c(-n4cccc4)ncnc3o2)cc1	2.2%	35.6%[activator]	-4.2%	27.4%	68.9*	101.9*	0.3%
CC(=O)Nc1ccc(S(=O)(=O)N(C)CC(=O)OCC(=O)c2ccc3c(c2)NC(=O)CO3)cc1	nt	11.2%	1.2%	10.1%	nt	nt	0.9%
O=C(CN(Cc1ccccc1)S(=O)(=O)c1ccc(Br)cc1)NCC1CCCO1 (centres undefined)	6.6%	-14.2%	-2.2%	0.2%	-10.4	-12.3	2.5%
O=C(COC(=O)c1c[nH]c2ccccc12)NC1CCCCC1	nt	10.0%	-1.8%	16.7%	nt	nt	0.0%
CCn1c(=O)c([N+](=O)[O-])c(NCCCn2ccnc2)c2ccccc21	-3.5%	15.9%	-24.4%	21.1%	-3.1	-0.9	0.8%

Arranged by molecular weight (lowest first): part of the list above
SMILES	LmPK inh	Pf growth 48h	AMA1 RON2 block	Pf growth 96h	Cycloheximide cs	Shiga toxin inh	Tb PYK inh
CCc1c(C)sc(NC(=O)c2cc(C)on2)c1C#N	-0.1%	82.6%[activator]	-3.9%	-26.0%	3.5	20.4	0.5%
O=C(COC(=O)c1c[nH]c2ccccc12)NC1CCCCC1	nt	10.0%	-1.8%	16.7%	nt	nt	0.0%
CCn1c(=O)c([N+](=O)[O-])c(NCCCn2ccnc2)c2ccccc21	-3.5%	15.9%	-24.4%	21.1%	-3.1	-0.9	0.8%
CCOP(=O)(OCC)c1nc(-c2ccccc2)oc1N1CCCCC1	-8.4%	-12.4%	-0.9%	3.6%	-1.7	-5.7	3.8%

The list continues.
SMILES	LmPK inh	Pf growth 48h	AMA1 RON2 block	Pf growth 96h	Cycloheximide cs	Shiga toxin inh	Tb PYK inh
Cc1ccc(NC(=O)c2ccco2)cc1NC(=O)CSc1nnc(-c2cccs2)n1C	4.4%	-20.6%	1.2%	1.4%	-0.8	-9.9	-1.6%
Cc1ccc(CNS(=O)(=O)c2ccc3c(c2)OCCO3)cc1	1.6%	-8.0%	0.0%	18.0%	-2.2	-5.3	0.8%
CC(C)(C)c1ccc(OCC(O)CN(CCO)CC(O)Cn2ccc3ccccc32)cc1 (centres undefined)	6.2%	11.7µM*	-1.8%	?	2.0	-10.2	-1.0%
COc1ccc(C2CC(c3ccccc3)=NN2C(=O)COC(=O)c2cc(S(=O)(=O)N3CCOCC3)ccc2F)cc1 (centres undefined)	2.3%	-3.0%	-7.8%[11.6 µM]	11.2%	-3.4	8.7	3.5%
O=C(COc1ccccc1)Nn1c(-c2ccccc2)nc2ccccc2c1=O	0.3%	4.0%	13.7%	-13.6%	-5.0	-0.4	-2.6%
CC(C)(C)C(=O)Nc1cccc(-c2nc3ccccc3c(=O)o2)c1	0.9%	62.3%[activator]	9.1%	96.2%[activator]	-1.4	12.0	0.3%
Cc1ccc(C(=O)N/C(=C/c2ccco2)C(=O)OCN2C(=O)c3ccccc3C2=O)cc1	1.4%	0.0%	-1.6%	-28.8%	17.5	10.1	-5.5%
CCn1c(SCC(=O)N/N=C/c2ccc(C)s2)nc2ccccc21	-3.8%	13.1%	14.1%	-2.8%	11.3	6.2	3.5%
O=C(Nc1ccc(F)cc1)C(NC1CCCCC1)c1ccccc1 (centres undefined)	2.3%	?	-8.1%	?	0.9	14.3	-0.4%
CNC(=O)c1[nH]cnc1C(=O)Nc1cccc(C)c1	nt	74.5%[activator]	45.7%[activator]	?	nt	nt	-5.0%
C[C@]12CC[C@@H]3c4ccc(O)cc4C(=O)C[C@H]3[C@@H]1CC[C@@H]2O	5.4%	nt	3.6%	nt	5.4	2.2	3.2%
O=C(Nc1nccs1)c1ccc2c(=O)n3c(nc2c1)CCCCC3	-8.2%	144.8%[activator]	78.9%[activator]	54.0%[activator]	19.2*	97.7*	-16.0%
